EPAC1 antag: EPAC1 (human) antagonism; 360,000 compounds, 0.14% hits; EPAC1 GEF assay, Rap1b-BODIPY-GDP exchange fluorescence; Potency, µM (doses to about 115 µM), without a hit: at the top dose activity change, negative = inhibition, usual class: inhibitors; O95398;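 also: potency is read from the fitted curve at half-maximal effect; plate controls were vehicle for no effect and positive control for full effect; nearly all actives have a fitted effect of over 50% in size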
Abeta rescue: A-beta toxicity reversal in yeast. yeast expressing A-beta42, growth rescue, OD600, 48 h; response scale: 0% DMSO, 100% iron-clioquinol control. Potency, µM (series often up to 46.1 µM), for inactives: at the highest dose growth rescue, actives largely listed as activators. 410,000 compounds, 0.063% hits. AID 1347071; also: potency is read from the fitted curve at half-maximal effect; nearly all actives have a fitted effect of over 55% in size
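Yeast A-beta toxicity model in growth medium with pinned compounds, 48 h at 30 C; growth read as absorbance at 600 nm. Normalized to FeCl3/clioquinol equimolar mix (positive) and DMSO (negative).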
PI5P4K alpha inh: blocks human PI5P4K alpha kinase activity. PI5P4Kalpha enzyme, ADP-Glo luminescence, 60 min; stronger effect = lower value. max response, %. 330,000 compounds, 1.2% hits. AID 652105; active = max response of -50% or lower; inconclusive = between -30% and -50%; inactive = -30% or higher; also: value at the top dose of about 77 µM; % is scaled to controls: 0 for no effect and ±100 for the full control effect
Target sequence (P48426 whole entry, looked up): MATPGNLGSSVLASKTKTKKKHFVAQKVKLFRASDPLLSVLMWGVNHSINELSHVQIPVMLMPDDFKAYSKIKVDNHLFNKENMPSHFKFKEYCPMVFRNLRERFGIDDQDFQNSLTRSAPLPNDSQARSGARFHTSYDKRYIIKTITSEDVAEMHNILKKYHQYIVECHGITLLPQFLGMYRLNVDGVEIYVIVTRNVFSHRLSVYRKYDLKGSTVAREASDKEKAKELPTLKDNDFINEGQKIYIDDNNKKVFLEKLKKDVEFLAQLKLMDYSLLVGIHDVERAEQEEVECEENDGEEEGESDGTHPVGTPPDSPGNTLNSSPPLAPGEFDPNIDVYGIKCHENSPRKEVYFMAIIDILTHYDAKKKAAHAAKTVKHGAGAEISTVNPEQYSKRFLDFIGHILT
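Quantitative HTS of the MLSMR library against PI5P4Kalpha with substrate. ATP added last at 5 microM final; room temperature, 60 minutes. Remaining ATP depleted, ADP converted and read as luminescence.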
aSyn rescue: rescues yeast growth from alpha-synuclein toxicity; Potency, µM (titrated, usually from 46.1 µM), for inactives: at the highest dose growth rescue (activation), hits mostly activators; Yeast expressing alpha-synuclein, growth rescue, BacTiter-Glo, 24 h; 370,000 compounds, 0.14% hits; also: potency is read from the fitted curve at half-maximal effect; % of control where 0% means no effect; nearly all actives have a fitted effect of over 65% in size
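Readout is rescue of growth in alpha-synuclein-expressing yeast, so inhibitors of toxicity appear as activators. Growth after 24 hr at 30 deg C in galactose medium is quantified by luminescence.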
WRN inhibitor: WRN helicase (human) inhibition; 360,000 compounds, 0.46% hits; WRN helicase unwinding, fluorescent forked duplex, kinetic; AID 651768; Potency, µM (titrated, usually from 114 µM), inactives show at the top dose activity change, negative = inhibition, actives largely listed as inhibitors; also: potency is read from the fitted curve at half-maximal effect; % is scaled to controls: 0 for no effect and ±100 for the full control effect; nearly all actives have a fitted effect of over 55% in size
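Screening of the MLSMR collection measured strand separation of a quenched forked DNA duplex (100 nM) by 20 nM WRN with 2 mM ATP, all final. Compounds were preincubated with enzyme 15 min at room temperature.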
EPAC1 agonist: EPAC1 (human) agonism. EPAC1 agonist qHTS, biochemical assay; response scale: 100% = response to 6.5 mM cAMP. O95398. Potency, µM (highest dose often 154 µM), for the others: at the top dose activation, usual class: activators. AID 720707. 360,000 compounds, 0.073% hits; also: potency is read from the fitted curve at half-maximal effect; nearly all actives have a fitted effect of over 60% in size
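Nucleotide exchange by EPAC1 (100 nM) on Rap1B–BODIPY-GDP (250 nM) in the presence of 50 uM GDP is tracked fluorescently at 480/540 nm over 30 min. Signals are normalized to a 6.5 mM cAMP control.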
IL-2 act: activates IL-2 in a cell-based reporter assay | 360,000 compounds, 0.065% hits | IL-2 activation reporter assay, cell-based qHTS; stimulated with anti-CD3/CD4/CD28 beads; in transgenic mouse T cells | activation, % (series mostly up to about 46 µM); in the data active = activation above about 50%; inconclusive = mostly about 30% to 49%; also: 0% is about no effect
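First, unstimulated transgenic mouse T cells were exposed to compound for 60 min. Next, anti-CD3/anti-CD4-coated beads with anti-CD28 were added. Finally, after 18 h at 37 degrees C, EGFP and DsRed were imaged.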
PLK1 PBD inh: inhibitors of human PLK1 polo-box domain binding; P53350; Plk1 PBD binding of FITC phosphopeptide, fluorescence polarization; Potency, µM, for the others: max response, negative = inhibition, usual class: inhibitors; 360,000 compounds, 2.8% hits; AID 720504; also: potency is read from the fitted curve at half-maximal effect; series mostly up to about 57 µM; % is scaled to controls: 0 for no effect and ±100 for the full control effect; nearly all actives have a fitted effect of over 65% in size
Target sequence (P53350 whole entry, looked up, the tested form may be a part): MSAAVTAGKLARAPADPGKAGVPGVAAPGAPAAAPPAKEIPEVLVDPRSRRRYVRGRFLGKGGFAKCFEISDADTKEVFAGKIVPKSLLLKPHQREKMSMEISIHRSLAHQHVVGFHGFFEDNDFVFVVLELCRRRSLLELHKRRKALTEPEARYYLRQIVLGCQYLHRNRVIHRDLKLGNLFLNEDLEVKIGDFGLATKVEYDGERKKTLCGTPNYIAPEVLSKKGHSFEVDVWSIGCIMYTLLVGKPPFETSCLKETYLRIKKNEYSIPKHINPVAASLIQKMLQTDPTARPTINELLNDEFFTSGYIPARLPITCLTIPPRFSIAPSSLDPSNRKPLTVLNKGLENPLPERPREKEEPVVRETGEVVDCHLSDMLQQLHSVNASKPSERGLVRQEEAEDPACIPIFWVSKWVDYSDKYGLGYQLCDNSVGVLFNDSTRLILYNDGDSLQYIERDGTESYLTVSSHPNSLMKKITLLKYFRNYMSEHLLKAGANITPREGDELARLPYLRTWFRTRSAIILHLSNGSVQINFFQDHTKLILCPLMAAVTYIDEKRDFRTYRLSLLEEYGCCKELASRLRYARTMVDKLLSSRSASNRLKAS
FUS suppressor: suppressors of FUS proteinopathy in yeast; Potency, µM (series often up to 76.6 µM), for the others: top-dose growth rescue (activation), most hits filed as activators; 390,000 compounds, 0.24% hits; S. cerevisiae FUS-expressing, growth rescue, OD600, 24 h;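 also: potency is read from the fitted curve at half-maximal effect; plate controls were DMSO vehicle for no effect and reference control for full effect; nearly all actives have a fitted effect of over 55% in size; some results filed as inactive show a strong effect at the top dose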
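Yeast expressing FUS under galactose induction, OD 0.005 in 2% galactose medium; compounds in a dilution series, 24 h at 30C. Growth rescue by absorbance at 600 nm; CP55940 positive control, DMSO negative.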
* = called active by the depositor; ? = inconclusive; . = not tested or not shown; [ ] = another dose, or the depositor's remark. Unless noted, calls follow the shape of the dose curve; as a rule, active = well fitted curve in the direction sought with a large enough effect; inconclusive = small, poorly fitted or top-dose-only effect, or another doubt; inactive = no such curve, though single readings can be large; an effect the other way counts as inactive or inconclusive.

mol,EPAC1 antag,Abeta rescue,PI5P4K alpha inh,aSyn rescue,WRN inhibitor,EPAC1 agonist,IL-2 act,PLK1 PBD inh,FUS suppressor
CCc1nc2c(OCC3COc4ccccc4O3)cccn2c1N(C)C(=O)c1cccs1 (configuration not stated),-9%,-26%,0,-8%,-10%,14%,-0.4,-9%,21%
CC1(C)CC(=O)C(C2=NC3(CCCCCC3)Cc3ccccc32)=C(O)C1,11%,7%,1,0%,-9%,9%,-0.5,0%,21%
Cc1cccc(C)c1NC(=O)C(NC(=O)c1ccccn1)c1ccc([N+](=O)[O-])cc1 (configuration not stated),8%,1%,-7,-4%,-11%,5%,-1.4,-1%,32%
COC(=O)C1CCN(C(=O)COC(=O)c2n[nH]c3ccccc23)CC1,2%,13%,.,12%,8%,-5%,-2.7,1%,8%
COc1ccc(C(=O)NC2CCN(C(=S)Nc3ccccc3C)CC2)cc1,-27%,4%,-6,3%,4%,-1%,0.1,-4%,15%
Cc1nc(SCCOc2ccccc2)[nH]c(=O)c1Cc1ccccc1,4%,-12%,-6,-1%,1%,0%,-0.3,-16%,5%
CCCC(C)NC(=O)COc1ccc(Sc2ccc(OCC(=O)NC(C)CCC)cc2)cc1 (configuration not stated),-21%,-10%,-1,-2%,-1%,-7%,-2.0,-8%,23%
O=C(Nc1ccccc1C(=O)N/N=C/c1ccc(F)cc1)c1ccccc1Br,-10%,-11%,.,-5%,-6%,23%,-0.6,-3%,15%
COC(=O)c1ccc2nc(C3CCCCC3)c(Cc3cccc(F)c3)n2c1,-4%,-9%,-1,-13%,-8%,16%,1.3,-7%,7%
COc1cc2ccccc2cc1C(=O)N(CCN(C)C)c1nc2c(F)cccc2s1,-8%,28%,13,-2%,-7%,3%,-0.8,-1%,40%

Sorted by the number under WRN inhibitor (rising): 3 from the list above.
canonical_smiles | EPAC1 antag | PI5P4K alpha inh | WRN inhibitor | IL-2 act | PLK1 PBD inh | FUS suppressor
COC(=O)c1ccc2nc(C3CCCCC3)c(Cc3cccc(F)c3)n2c1 | -4% | -1 | -8% | 1.3 | -7% | 7%
Cc1nc(SCCOc2ccccc2)[nH]c(=O)c1Cc1ccccc1 | 4% | -6 | 1% | -0.3 | -16% | 5%
COC(=O)C1CCN(C(=O)COC(=O)c2n[nH]c3ccccc23)CC1 | 2% | . | 8% | -2.7 | 1% | 8%

Continuation.
mol,EPAC1 antag,Abeta rescue,PI5P4K alpha inh,aSyn rescue,WRN inhibitor,EPAC1 agonist,IL-2 act,PLK1 PBD inh,FUS suppressor
O=C(COC(=O)CCc1c[nH]c2ccccc12)NCc1ccc(Cl)cc1,-21%,14%,-2,2%,-5%,-3%,-2.2,1%,18%
CN1CCC(=NNC(=O)C(=O)Nc2ccccc2F)CC1,-5%,-1%,-10,0%,0%,0%,-0.8,-13%,37%
COc1cc(-c2nc(-c3ccccc3)c(-c3cc([N+](=O)[O-])ccc3C)[nH]2)cc(OC)c1OC,12%,1%,2,-1%,0%,3%,-0.2,-2%,37%
CCc1ccc(N2CC(C(=O)OC)CC2=O)cc1 (configuration not stated),-12%,1%,7,-1%,-7%,1%,-0.4,-17%,-1%
COCCOC(=O)C1=C(C)NC(=O)NC1c1cccc(F)c1 (configuration not stated),-1%,0%,-1,1%,-2%,2%,-1.5,-4%,-14%
O=C(CN1CCSCC1)N/N=C/c1ccc(F)c(F)c1,6%,-5%,.,-13%,2%,8%,-1.4,-6%,-5%
O=C(CN(Cc1ccco1)C(=O)c1cccc(F)c1)Nc1ccccc1C(F)(F)F,-23%,1%,2,-5%,-3%,-4%,0.9,-9%,6%
COc1ccc2sc(-c3ccc(SC)cc3)c(C#CC(C)(C)O)c2c1,?,-4%,27,-9%,-1%,-19%,0.2,-20%,7%
CC(C)(C)C1CCC(C(=O)Nc2cccnc2)CC1 (configuration not stated),-14%,13%,5,-7%,-4%[57.1 µM],-10%,-1.0,6%,16%
CCOC(=O)/C(N=O)=C(\O)C1CCN(C(=O)OCC)CC1,-4%,12%,5,2%,2%,-4%,-0.8,-6%,-21%
O=c1[nH]c2ccccc2c(O)c1-[n+]1ccccc1,6%,5%,-12,-4%,5%,0%,-1.9,-5%,37%
Cc1cc(C(=O)OCC(=O)N2CC(C)OC(C)C2)ccc1[N+](=O)[O-] (configuration not stated),-2%,5%,0,1%,11%,-6%,-3.2,-1%,-27%
Cc1ccc2c(c1)C(O)(CC(=O)c1cccnc1)C(=O)N2 (configuration not stated),-12%,6%,6,11%,2%,13%,-0.5,-11%,-6%
O=C(c1ccco1)N1CCCC(Nc2ccc3c(c2)OCCO3)C1 (configuration not stated),-7%,-5%,2,-10%,1%,8%,0.4,-1%,6%
O=S(=O)(Nc1cccc(S(=O)(=O)N2CCCC2)c1)c1ccc(F)cc1,2%,12%,2,2%,-2%,8%,-2.4,1%,10%
CCCCn1nc(C(=O)N[C@@H](CCSC)c2nc3ccccc3[nH]2)c2ccccc2c1=O,-9%,3%,0,0%,-8%,16%,-0.4,-8%,19%
Clc1ccc(CSc2cc3c(nn2)-c2ccccc2CC3)cc1,5%,-14%,13,-9%,-11%,9%,0.4,-3%,8%
CN(C)CCCNC(=O)/C(=N\O)c1ccccc1,-9%,-4%,0,-18%,-8%,-3%,-0.4,-11%,16%
COc1ccc(CCNS(=O)(=O)c2ccc(Cl)s2)cc1OC,-21%,2%,-6,1%,-7%,6%,1.1,-12%,12%
O=C(Nc1ccc(S(=O)(=O)N2CCOCC2)cc1)C1CCN(S(=O)(=O)c2ccc(F)cc2)CC1,-20%,16%,-5,-4%,-7%,4%,0.9,-4%,?
Cc1c(N=c2scc(-c3ccccc3)n2CCO)c(=O)n(-c2ccccc2)n1C,?,1%,-1,0%,-15%,7%,-2.0,-11%,-10%
O=C(COc1coc(CN2CCN(c3ccccc3F)CC2)cc1=O)N1CCc2ccccc21,3%,21%,-5,-3%,-6%,6%,-4.2,4%,-12%
CCN(CC)c1ccc(NC(=O)c2cccc(F)c2)c(C)c1,0%,9%,2,2%,9%,2%,-1.0,-3%,2%
COc1ccccc1NC(=O)Cn1nc(-c2ccc3c(c2)OCCO3)ccc1=O,3%,16%,-1,3%,-1%,7%,0.4,0%,-10%
CCN(CC)C(=O)c1sc2nc(N3CCOCC3)c3c(c2c1N)CCCC3,-11%,9%,.,12%,-9%,0%,1.0,?,?
OC(COCC1COc2ccccc2O1)CN1CCN(c2ccccc2)CC1 (configuration not stated),-7%,4%,-2,6%,-5%,3%,-0.4,1%,?
O=C(COc1ccc2ccc(=O)oc2c1)NCC(O)c1ccccc1 (configuration not stated),9%,12%,6,5%,-3%,14%,-3.4,-6%,-9%
CC(C)NC1(C(N)=O)CCN(Cc2ccccc2)CC1,8%,2%,0,0%,3%,4%,0.6,-6%,2%
CC(=O)Nc1ccc(NC(=O)c2ccc(-c3ccccc3Cl)o2)cc1,-3%,19%,0,-1%,-20%,20%,-0.3,-9%,25%
CN(C)c1nc(-c2cccnc2)nc(-c2ccccc2)c1C#N,21%,12%,-1,-5%,2%,0%,0.0,7%,-3%
COc1ccc(NC(=O)COC(=O)CCc2ccc(S(=O)(=O)N3CCOCC3)cc2)cc1Cl,?,20%,7,-5%,-15%,-3%,1.4,3%,17%
COc1ccccc1OCC(=O)Nc1ncc(C)s1,15%,9%,-10,0%[1.84 µM],11%,6%,1.0,-11%,1%
O=C(CCc1ccc(S(=O)(=O)NC2CCCCC2)cc1)NCc1cccnc1,-5%,-5%,5,-6%,-4%,-2%,-0.2,-6%,18%
CC(C)CNC(=O)[C@H](Cc1ccccc1)NC(=O)c1ccco1,3%,16%,-1,1%,-7%,1%,1.4,0%,-10%
Oc1ccc(-c2cnc3c(Nc4cccc(OC(F)(F)C(F)F)c4)nccn23)cc1,-18%,-2%,-2,-8%,3%[57.1 µM],-17%,-0.5,6%,30%
CCC(C)(C)NC(=O)C(c1ccc(C)o1)N(C(=O)c1csnn1)c1cccc(F)c1 (configuration not stated),7%,-11%,.,-11%,-15%,5%,-0.7,-1%,29%
COc1cc(C)nc(NCc2ccccc2)n1,-13%,14%,2,-1%,4%,-3%,-2.3,-7%,4%
CCN(CC(=O)NCc1ccc(Cl)cc1)C(=O)c1cc(OC)cc(OC)c1,-17%,-10%,-6,0%,12%,-12%,1.3,-4%,5%
O=C(Nc1ccccc1F)c1ccccc1C(=O)Nc1ccccc1F,-14%,-6%,-7,3%,0%,7%,1.0,5%,-13%
COc1ccc2cc(C(=O)NCc3ccccc3)c(=Nc3ccc(C(=O)O)cc3)oc2c1,-27%,2%,0,5%,-8%,0%,-0.9,-8%,-3%
COCCOC(=O)N/C=C\c1nc2ccccc2c(=O)[nH]1,-14%,5%,-1,-1%,-15%[57.1 µM],2%,2.4,-2%,0%
COC(=O)Cc1[nH]n(-c2ccccc2)c(=O)c1C(C)=Nc1ccccc1,-8%,-17%,11,-7%,1%,-2%,3.3,0%,11%
Cn1c(CCC(=O)OCC(=O)Nc2ccc(Oc3ccccc3)cc2)nc(=O)c2ccccc21,-8%,-13%,-3,-1%,5%,4%,0.7,-1%,-6%
CCn1nnnc1SCC(=O)N1CCOCC1,5%,-14%,0,-5%,0%,-7%,-1.1,-4%,17%
COc1ccccc1C(=O)NNC(=O)c1ccc2ccccc2c1,-9%,-14%,2,-4%,-1%,7%,0.2,-4%,-15%

Source: PubChem BioAssay (National Center for Advancing Translational Sciences (NCATS))
